SKKanGAS inh: inhibitors of SKKanGAS S. pyogenes growth in kanamycin (SK-promoter or general growth effect); BacTiter-Glo, 6 h; AID 1662; inhibition, % at 7.5 µM; 1.3% of 300,000 active;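 active means mean replicate score, as percent of positive control median, at least 50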;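 further: strain carries kanamycin resistance gene driven by streptokinase promoter and grows in 40 µg/ml kanamycin; loss of luminescence reflects streptokinase promoter inhibition or plain growth inhibition; 0% = median of DMSO wells and 100% = positive control at its reference dose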
IEC-6 tox: kills IEC-6 intestinal cells in KLF5 counter-screen; AID 1825; 0.78% of 290,000 active; inhibition, % at 5 µM; IEC-6 cytotoxicity, luminescence viability; in the data active means inhibition above about 22%;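 further: 0% = plate median of test compound wells and 100% = cytotoxic reference compound wells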
TRPC6 activator: mouse TRPC6 channel activation | Q61143 | HEK293-TRPC6 membrane potential dye fluorescence; stronger effect = higher value | B-score at 10 µM | 0.13% of 310,000 active | AID 2550;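 active means B-score of the integrated fluorescence ratio above library mean plus 3 SD, and starting fluorescence ratio within library mean plus 5 SD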;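 further: higher score means more depolarization so channel activation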
TRPC4 act: activators of mouse TRPC4 channel | Q9QUQ5 | HEK293 TRPC4beta/mu-opioid, Fluo4 calcium fluorescence; stronger effect = higher value | B-score at 10 µM | 0.49% of 310,000 active;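 active means B-score above 5 SD of library B-scores, and initial fluorescence ratio not above library mean plus 5 SD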;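 further: positive B-score marks a calcium rise read as TRPC4 activation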
Target sequence (Q9QUQ5 whole entry, looked up): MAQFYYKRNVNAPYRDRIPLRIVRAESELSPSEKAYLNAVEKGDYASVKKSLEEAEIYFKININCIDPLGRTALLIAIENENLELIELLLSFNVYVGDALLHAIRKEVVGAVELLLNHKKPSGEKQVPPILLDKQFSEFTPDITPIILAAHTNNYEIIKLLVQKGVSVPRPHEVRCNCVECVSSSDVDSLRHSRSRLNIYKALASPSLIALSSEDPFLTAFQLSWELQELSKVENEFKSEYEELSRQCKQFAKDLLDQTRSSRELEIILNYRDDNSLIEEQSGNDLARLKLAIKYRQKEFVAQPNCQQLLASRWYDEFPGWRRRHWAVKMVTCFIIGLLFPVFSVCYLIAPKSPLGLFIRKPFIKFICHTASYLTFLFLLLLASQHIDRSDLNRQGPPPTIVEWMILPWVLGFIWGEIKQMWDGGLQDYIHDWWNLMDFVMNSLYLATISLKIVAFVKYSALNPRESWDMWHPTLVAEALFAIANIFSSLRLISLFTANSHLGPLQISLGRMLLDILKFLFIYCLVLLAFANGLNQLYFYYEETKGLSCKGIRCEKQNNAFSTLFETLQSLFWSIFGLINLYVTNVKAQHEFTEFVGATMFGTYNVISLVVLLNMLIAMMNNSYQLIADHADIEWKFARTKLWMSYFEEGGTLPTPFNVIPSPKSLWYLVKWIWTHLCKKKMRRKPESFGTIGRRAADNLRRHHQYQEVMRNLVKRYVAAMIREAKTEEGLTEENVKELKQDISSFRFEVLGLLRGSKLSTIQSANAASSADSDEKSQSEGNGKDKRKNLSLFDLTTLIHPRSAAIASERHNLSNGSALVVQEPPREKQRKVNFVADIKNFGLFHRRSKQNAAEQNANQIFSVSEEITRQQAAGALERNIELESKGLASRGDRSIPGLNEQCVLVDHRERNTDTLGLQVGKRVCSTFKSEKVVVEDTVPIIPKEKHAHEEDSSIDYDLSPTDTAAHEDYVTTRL
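System – HEK293 cells stably co-expressing mouse TRPC4beta and mu-opioid receptor · Signal – Fluo4 calcium-sensitive dye fluorescence, kinetic, 1 Hz baseline · Benchmarks – buffer (low) and maximal DAMGO (high) · Read-out – B score of integrated fluorescence ratio per well · Incubation – dye loading 45 min room temperature, 110 s kinetic read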
TRPC4 inh: inhibitors of mouse TRPC4 channel; HEK293 TRPC4beta/mu-opioid, DAMGO-evoked Fluo4 calcium flux; stronger effect = lower value; 0.39% of 300,000 active; Q9QUQ5; AID 2247; B-score at 10 µM;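 active means B-score over 3 SD under the library average, no early fluorescence shift, positive overall ratio signal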
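Assay system: Stable TRPC4beta/mu-opioid receptor HEK293 cells | Reagent: DAMGO in two steps, submaximal then maximal | Compound dosing: Single concentration per test compound | Signal: Fluo4 Ca2+ flux fluorescence | Evaluation: Per-well B score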
KLF5 inh: kruppel-like factor 5 inhibition; DLD-1 KLF5 promoter-luciferase reporter, luminescence; inhibition, % at 5 µM; 0.23% of 290,000 active; AID 1700;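 active means inhibition above a per-plate limit of that plate's mean compound inhibition plus 3 SD, cut at about 60% in these data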;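 further: 0% = DMSO wells and 100% = LY294002 at 200 µM; higher means less KLF5 promoter-driven luciferase light; inactives centre near -14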
HIF activator: HIF pathway transcriptional activation. activation, % at 7.5 µM (by protocol). AID 1910. U2OS HRE-luciferase reporter, luminescence; normalized: DMSO 0%, desferrioxamine 100%. 0.32% of 300,000 active;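 active means mean activation of at least 10% of the iron chelator positive control signal, with at least half of replicates also reaching 10%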
TRPC4 PAM: TRPC4 (mouse) allosteric potentiation; AID 2227; HEK293 TRPC4beta/mu-opioid, DAMGO EC20, Fluo-4 Ca2+ flux; stronger effect = higher value; B-score at 10 µM; Q9QUQ5; 0.42% of 310,000 active;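 active means B-score of calcium response area above 5 SD of library B-scores, with initial fluorescence ratio within 5 SD of library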;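 further: B-score of integrated fluorescence ratio over time as area under calcium response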
MrgX1 antag: antagonists of human MrgX1 receptor | MRGX1-HEK293 calcium flux, Fluo-4, BAM8-22 antagonism; stronger effect = lower value | B-score at 10 µM | Q96LB2 | 1.3% of 310,000 active;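 active means calcium-response B-score plate-corrected more than 3 library SD below zero, starting fluorescence within 5 deviations, no agonist response on first addition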;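 further: peak minus trough fluorescence over baseline after final BAM8-22 challenge near maximal dose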
TRPC6 inhibitor: inhibitors of mouse TRPC6 channel; HEK293-TRPC6, membrane potential dye, ACh-evoked depolarization; stronger effect = lower value; B-score at 10 µM; 1.1% of 310,000 active; AID 2553;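 active means B-score under library mean minus 3 SD, initial fluorescence not abnormally high, positive integrated signal ratio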;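 further: B-score derived from integrated fluorescence ratio over the kinetic read; more negative B-score means stronger inhibition of depolarization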
aSyn 5UTR inh: 5' untranslated region of α-synuclein, MLPCN primary screen; alpha-synuclein 5'UTR reporter, inhibitor activity; inhibition, % (tested at 7.5 µM); 0.82% of 300,000 active; in the data active means inhibition above about 60%;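 further: H4 neuroglioblastoma cells stably carrying SNCA 5'UTR luciferase fusion; 0% = DMSO wells and 100% = positive control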
Active calls of the source: *; i = inactive; / = not tested or not shown.

Second line of a record – SKKanGAS inh, IEC-6 tox, TRPC6 activator, TRPC4 act, TRPC4 inh, KLF5 inh, HIF activator, TRPC4 PAM, MrgX1 antag, TRPC6 inhibitor, aSyn 5UTR inh
(1) Cc1c(C)c2ccc(OC(C)C(=O)N3CC[C@@]4(O)CCCC[C@H]4C3)c(C)c2oc1=O (stereo partly specified)
  -2.1, 8.0, i, i, i, -20.0, -0.1, i, i, i, 17.1
(2) Cc1oncc1-c1cn2ccccc2n1
  -2.1, -1.4, i, i, i, -63.1, 0.0, i, i, i, -0.1
(3) Cc1ccc(/C=N\NC(=O)c2csnn2)cc1
  3.0, 4.3, i, i, i, -77.0, 2.2, i, i, i, -69.3
(4) CCN(C(=O)COC(=O)CN(C)S(=O)(=O)c1ccc(NC(C)=O)cc1)C1CCS(=O)(=O)C1 (stereo unspecified)
  -5.8, -10.8, i, i, i, -22.7, 0.1, i, i, i, 9.9
(5) Cc1ccc2[nH]cc(C(=O)NCc3cccs3)c(=O)c2c1
  -7.3, -1.6, i, i, i, -6.5, -0.2, i, i, i, 18.0
(6) COc1ccccc1N(CN1CCCC1=O)C(=O)COc1ccccc1
  -19.8, -2.4, i, i, i, -4.9, -0.3, i, i, i, -13.2
(7) Cc1ccc(CSC2=NCCN2C(=O)c2ccc(S(=O)(=O)N(C)C)cc2)cc1
  1.7, -3.6, i, i, i, -59.9, 0.1, i, i, i, -6.4
(8) COC(=O)C1C(=O)C2=C(CC1C)NC(=O)CC2c1ccccc1 (stereo unspecified)
  -0.8, 3.3, i, i, i, 9.7, -0.2, i, i, i, -5.3
(9) O=C1/C(=C\c2ccco2)SC(=S)N1c1ccc(O)cc1
  10.4, -9.0, i, i, i, -33.7, 0.1, i, i, i, -24.5
(10) COC(=O)C1=C(C(=O)OC)[C@@H]2N(Cc3ccccc3)c3ccccc3[C@@]23C[C@@H](C(=O)OC)N(C(=O)c2ccc(Br)cc2)C3=N1
  0.9, 2.1, i, i, i, -33.0, -0.4, i, i, i, 42.8
(11) CCOc1cccc2c1OC1(CCCCC1)N1N=C(c3cccnc3)CC21 (stereo unspecified)
  20.5, 0.6, i, i, i, -6.3, 1.8, i, i, i, -77.0
(12) O=C1C(NS(=O)(=O)c2cccs2)=C(N2CCN(c3ccccc3)CC2)C(=O)c2ccccc21
  30.2, 10.1, i, i, i, -23.5, -0.1, i, i, i, 6.5
(13) ON1C(c2ccccc2C(F)(F)F)N(O)[C@H]2CCCC[C@H]21 (stereo partly specified)
  -5.4, 1.8, i, i, i, -7.4, -0.1, i, i, i, 7.2
(14) OCCN1CCN(c2cc(C(F)(F)F)nc3ccccc23)CC1
  6.4, -7.5, i, i, i, -12.2, -0.6, i, i, i, 4.6
(15) CC(C)CNS(=O)(=O)c1ccccc1C(=O)N1CCCCC1
  -4.8, 7.9, i, i, i, -11.0, -0.6, i, i, i, 26.2
(16) Cc1ccc(-n2ncc3c(=O)n(CC(=O)OCc4ccccc4)cnc32)cc1
  -2.0, 2.6, i, i, i, -19.6, 1.5, i, i, i, -36.9
(17) O=C(N/N=C/c1cccnc1)c1cc(-c2cccs2)nc2ccccc12
  2.9, 2.4, i, i, i, -23.5, 1.7, i, i, i, -15.6
(18) Cc1cc(-c2ccccc2)n2nc(N)nc2n1
  -6.4, -4.6, i, i, i, -6.8, -0.5, i, i, i, 20.4
(19) CC(=O)N1c2ccc(S(=O)(=O)N(C)CC(=O)NC3CCCC3)cc2CC1C (stereo unspecified)
  -3.2, -2.2, i, i, i, 7.0, -0.4, i, i, i, 16.0
(20) CCCNS(=O)(=O)c1ccc(CCC(=O)NCc2ccco2)cc1
  -5.7, -1.5, i, i, i, -13.7, -0.6, i, i, i, 4.5
(21) O=c1cc(CN2CCN(c3ccccc3F)CC2)c2cc3c(cc2o1)CCCC3
  -0.1, 2.9, i, i, i, 1.9, -0.4, i, i, i, 18.6
(22) COCc1cc(Sc2c(Cl)cccc2Cl)nc(-c2ccccc2)n1
  66.5*, 2.3, i, i, i, -25.0, 0.0, i, i, i, 9.5
(23) COc1ccc(OC)c(-n2c(SCC(C)=O)nnc2-c2cccc(S(=O)(=O)N(C)C)c2)c1
  -5.9, 2.8, i, i, i, -4.1, -0.6, i, i, i, 10.1
(24) Cn1c(=O)[nH]c(=O)c2c1nc(N1CCCCCC1)n2CCN1CCCCCC1
  -4.2, 1.1, i, i, i, -12.4, 0.1, i, i, -6.62*, -4.2
(25) O=c1ccc(Cl)cn1Cc1ccccc1F
  7.3, -0.9, i, i, i, 15.6, -0.5, i, i, i, 16.0
(26) CN1CCN(c2ccc(S(=O)(=O)N3CCOCC3)cc2NC(=O)CCc2ccccc2)CC1
  -17.7, -2.1, i, i, i, -31.8, 0.1, i, i, i, 2.8
(27) Cc1cc(N2CCCc3ccccc32)n2ncnc2n1
  -3.0, 3.6, i, i, i, 0.2, 0.2, i, i, i, 2.1
(28) Cc1cccc(C)c1OCC(=O)OC/C(O)=C(\C#N)c1nc2ccccc2[nH]1
  -8.2, 5.4, i, i, i, 2.9, -0.7, i, i, i, -18.2
(29) O=C(CSc1nccc(=O)[nH]1)Nc1cccc(S(=O)(=O)N2CCOCC2)c1
  0.6, 8.5, i, i, i, 6.8, -0.4, i, i, i, -8.9
(30) COc1ccccc1C(=O)Nc1nnc(-c2ccco2)s1
  -7.2, 3.4, i, i, i, -249.8, 0.9, i, i, i, -167.9
(31) C/C(=N\Nc1ccc(Cl)c(C(=O)O)c1)c1cc2ccccc2o1
  16.6, -5.0, i, i, i, -66.8, -0.5, i, i, i, 4.1
(32) O=C(CCC(=O)N1CCN(c2ccccn2)CC1)Nc1nnc(C(F)(F)F)s1
  6.9, -3.6, i, i, i, -1.4, -0.3, i, i, i, -15.8
(33) Cc1ccccc1C(=O)Nc1ccc(C(=O)N/N=C/c2ccc(O)cc2)cc1
  1.3, 1.3, i, i, i, -2.0, 0.3, i, i, i, 2.9
(34) O=C(N/N=C/c1c(Cl)cccc1Cl)c1ccccc1F
  2.5, 1.4, i, i, i, -4.5, 1.4, i, i, i, -36.9
(35) Cc1ccc(C(=O)NCC(=O)OCCOc2cccc(Cl)c2)cc1
  -11.1, /, i, i, i, /, 0.0, i, i, i, -9.1
(36) Oc1ccc(NCc2ccccc2OCc2ccccc2F)cc1
  24.8, -2.4, i, i, i, -26.7, 0.6, i, i, i, -3.8
(37) CC1(c2ccc3ccccc3c2)NC(=O)N(CC(=O)NCc2cccs2)C1=O (stereo unspecified)
  3.0, 0.3, i, i, i, 4.2, 0.3, i, i, i, 6.4
(38) COc1cccc(C(=O)Nc2ccc(Cl)c(C(F)(F)F)c2)c1
  7.7, 1.0, i, i, i, -94.2, 3.1, i, i, i, -108.2
(39) OCCCCc1nccc2c1[nH]c1ccccc12
  -5.0, 3.1, i, i, i, -12.4, 0.4, i, i, i, 9.3
(40) Cc1ccc(C2(O)C(=O)c3ccccc3C2=O)c(O)c1C
  -1.7, -0.4, i, i, i, -23.4, -0.4, i, i, i, 10.6
(41) COc1cc(/C=N/n2c(COc3ccccc3)n[nH]c2=S)cc(Br)c1O
  11.7, 1.6, i, i, i, -11.1, 0.4, i, i, i, 16.7
(42) Cc1ccc(-n2nc3ccc(N)cc3n2)cc1
  14.6, -0.6, i, i, i, -28.3, -15.4, i, i, i, 23.5
(43) Cc1cc(C)nc(-n2nc(C)cc2NC(=O)CNC(C)c2ccccc2)n1 (stereo unspecified)
  -1.4, -1.2, i, i, i, -7.7, -0.3, i, i, i, -22.4
(44) CCCCn1c(N)c(N(CC)C(=O)c2ccccc2C(F)(F)F)c(=O)[nH]c1=O
  2.2, -1.5, i, i, i, -23.8, 1.0, i, i, i, 13.6
(45) CC(=O)c1ccc(OCC(=O)N(C2CCCCC2)C2CCS(=O)(=O)C2)cc1 (stereo unspecified)
  -11.2, /, i, i, i, /, 0.4, i, i, i, -5.0
(46) CC1=NN(c2ccccc2)C(=O)C1N=Nc1cccc(O)c1 (stereo unspecified)
  0.1, 1.2, i, i, i, -35.9, 3.2, i, i, i, -137.6
(47) CCOC(CNC(=O)c1ccc2c(c1)ncn2-c1cccc(F)c1)OCC
  -4.6, 0.6, i, i, i, -22.8, 0.2, i, i, i, 5.6
(48) CC(C)c1ccc(NC(=O)[C@H]2CSCN2C(=O)[C@@H]2CCC(=O)N2)cc1
  -2.8, -0.7, i, i, i, -17.6, 0.2, i, i, i, 9.6
(49) O=C(CCC(=O)c1cccs1)Nc1ccccc1F
  -3.5, 1.3, i, i, i, -24.1, 2.0, i, i, i, -44.5
(50) Cc1ccc(NS(=O)(=O)c2cccs2)cc1S(=O)(=O)N1CCCCCC1
  -0.2, -3.6, i, i, i, -24.5, 0.1, i, i, i, -1.8
(51) COc1ccc(NS(=O)(=O)CC23CCC(CC2=O)C3(C)C)cc1 (stereo unspecified)
  3.5, 2.6, i, i, i, -48.8, -0.2, i, i, i, 25.2
(52) CNC(=O)c1cc2c(=O)n3cccc(C)c3nc2n(C(C)C)c1=N
  -0.6, 4.2, i, i, i, -5.9, 1.7, i, i, -11.6*, -54.6
(53) Cc1ccccc1N(CC(=O)NCCc1ccccc1)C(=O)CCC(=O)Nc1ccccn1
  0.7, 4.6, i, i, i, -41.8, -0.7, i, i, i, -9.8
(54) CCCCCC(=O)NC(=S)Nc1ccc(Cl)cn1
  -6.2, 2.0, i, i, i, -24.2, 0.3, i, i, i, -4.5
(55) O/N=C/c1ccccc1OCc1ccccc1Cl
  22.4, 1.9, i, i, i, 9.8, -25.3, i, i, i, -17.3
(56) Cc1ccc(OCC(=O)Nc2ccncc2)c(C)c1
  -2.3, -0.8, i, i, i, -24.1, -10.2, i, i, i, -49.9
(57) CCOc1ccc(NC(=O)CSc2nnc(CCNC(=O)c3ccc(OC)cc3)n2C)cc1
  -1.7, -1.1, i, i, i, -30.9, 0.5, i, -6.26*, i, -9.0
(58) CCOc1ccc(C(=O)COC(=O)C2CCN(c3ccc(C(F)(F)F)cn3)CC2)cc1
  -12.4, /, i, i, i, /, -0.2, i, i, i, -0.3
(59) COC(=O)C1(c2ccccc2)NC(c2cccs2)C2C(=O)N(C)C(=O)C21 (stereo unspecified)
  -11.4, 0.5, i, i, i, -3.6, -0.5, i, i, i, -23.9
(60) O/N=C(\C[n+]1ccccc1)c1ccc(Br)cc1
  -0.8, -2.7, i, i, i, -11.6, -0.3, i, i, i, -1.9
(61) CC(=O)c1cccc(Nc2nc(-c3cccc([N+](=O)[O-])c3)cs2)c1
  1.6, 1.8, i, i, i, -1.9, 4.3, i, i, i, -222.3
